Screening results: PubChem BioAssay, several laboratories
PP5 primary = PP5 (human) phosphatase inhibition. purified PP5c, OMFP substrate fluorescence. AID 1987. hit rate 0.18% among 320,000. inhibition, % at 6.7 µM. P53041;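 active = inhibition above the campaign's mean inhibition across all tested compounds plus 3 SD, cut at about 9.5% in these data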;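 note: 0% = DMSO only and 100% = 100 µM cantharidin control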
TPT1 inhibitor = C. albicans TPT1 enzyme inhibition; recombinant caTPT1, FP RNA substrate dephosphorylation; inhibition, % at 5 µM; hit rate 0.81% among 300,000; AID 1962;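 active = inhibition above the mean of all tested compounds plus 3 SD, set per screening campaign, cut at about 24% in these data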;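 note: plate controls were DMSO alone for no effect and ferristatin control at 100 nM for full effect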
proCasp7 act = counter-screen for procaspase-3 activators: activators of human procaspase-7; activation, % at 8.5 µM; recombinant procaspase-7, Ac-DEVD-pNA absorbance 405 nm; D23A/D198A/D206A triple mutant, cannot self-cleave; scale: DMSO 0, 5 µM enzyme 100; hit rate 0.093% among 330,000; AID 463210; P55210;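 active = percent activation above the screen-wide mean plus 3 SD, cut at about 25% in these data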
Target sequence (P55210 whole entry D23A/D198A/D206A): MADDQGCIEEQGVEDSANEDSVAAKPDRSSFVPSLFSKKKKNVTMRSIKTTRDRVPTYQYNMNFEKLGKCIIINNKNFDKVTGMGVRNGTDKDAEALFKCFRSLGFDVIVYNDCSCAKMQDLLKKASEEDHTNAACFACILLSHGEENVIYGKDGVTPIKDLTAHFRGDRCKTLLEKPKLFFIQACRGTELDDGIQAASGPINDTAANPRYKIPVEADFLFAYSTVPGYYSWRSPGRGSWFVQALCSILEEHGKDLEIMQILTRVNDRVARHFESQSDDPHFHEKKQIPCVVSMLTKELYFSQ
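Replicates: singlicate. Assay system: Procaspase-7 triple mutant (PC-7 D3A). Signal: 405 nm absorbance of p-nitroaniline. Times: 1 h preincubation, 2 h reaction. Buffer or medium: Zinc-free HEPES pH 7.4 with 300 mM NaCl, 0.01% Triton X-100. Also added: DEVD-pNA substrate. Benchmarks: DMSO wells as 0%, DMSO with 5 µM added PC-7 as 100%.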
HCV core dimer = HCV core protein dimerization inhibition. TR-FRET GST/Flag-core106 dimerization, 1536-well. inhibition, % at 5 µM. hit rate 0.33% among 300,000. AID 1899;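 active = inhibition above the mean of all tested compounds plus 3 SD, set per screening campaign, cut at about 45% in these data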
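Test system: GST/Flag-tagged HCV core106 proteins; Medium: KF-containing HEPES buffer, pH 7.45, DTT, CHAPS, BSA; Times: compound-protein-antibody incubation 4 h at 22.5 °C; Detection: TR-FRET 671 and 617 nm emission; Benchmarks: wells lacking GST-core106 and wells with excess unlabelled core106.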
Efflux pump mplx = antifungal efflux pump inhibition, Nile Red retention; S. cerevisiae Candida pump triplex; hit rate 0.44% among 330,000; inhibition, % at 10 µM; AID 485275;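 active = plate passing quality check with inhibition over a set limit, or well fluorescence over plate mean plus 4 SD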;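 note: Nile Red retained in pooled yeast measured as flow cytometry median fluorescence; 0% = buffer negative control and 100% = Enniatin B positive control; higher means more Nile Red kept so more efflux inhibition; some compounds called inactive have numbers as strong as hits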
JMJD2C inh = blocks human GASC-1 demethylase activity. Q9H3R0. GST-JMJD2C(1-420) H3K9me3 demethylation, DELFIA europium. inhibition, % at 2.35 µM. hit rate 0.069% among 330,000;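 active = more than half of a compound's replicate wells show inhibition beyond 50%, single wells judged on their own value; inconclusive = some, but no more than half, of replicates pass 50% inhibition; inactive = no replicate passes 50% inhibition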;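 note: signal counts dimethyl H3K9 product captured on neutravidin plate; 0% = median of DMSO wells and 100% = 0.3 times that DMSO median; strong numbers were not always called active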
Fh CTSL1 inh = blocks F. hepatica cathepsin L1 in PFM18AAP counter-screen; recombinant F. hepatica cathepsin L1, Z-Leu-Arg-MCA fluorescence; inhibition, % at 5.96 µM; hit rate 0.49% among 300,000; AID 1906;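 active = inhibition above the mean of all tested compounds plus 3 SD, set per screening campaign, cut at about 17% in these data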;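 note: 0% = plate median of test compound wells and 100% = 1 µM Z-Phe-Ala-diazomethylketone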
proCasp3 act = activates human procaspase-3; P42574; recombinant procaspase-3 D3A, Ac-DEVD-pNA absorbance 405 nm; activation, % at 8.5 µM; hit rate 0.11% among 330,000; AID 463141;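 active = activation above the mean of all tested compounds plus 3 SD, cut at about 21% in these data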;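 note: 0% = DMSO alone and 100% = DMSO wells spiked with extra 5 µM PC-3 D3A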
Target sequence (P42574 whole entry D9A/D28A/D175A): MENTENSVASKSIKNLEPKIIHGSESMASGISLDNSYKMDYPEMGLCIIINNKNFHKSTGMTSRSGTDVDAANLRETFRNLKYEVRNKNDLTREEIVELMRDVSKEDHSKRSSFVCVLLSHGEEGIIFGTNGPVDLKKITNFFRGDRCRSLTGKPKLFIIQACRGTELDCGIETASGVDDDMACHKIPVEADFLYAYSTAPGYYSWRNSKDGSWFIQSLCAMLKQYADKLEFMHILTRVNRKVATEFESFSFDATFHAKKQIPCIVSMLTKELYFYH
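System: Procaspase-3 D3A mutant. Medium: Zinc-free 300 mM NaCl, 50 mM HEPES, 0.01% Triton X-100. Schedule: 1 h preincubation plus 2 h reaction at 25 °C. Measured by: 405 nm absorbance of p-nitroaniline, reads at 0 and 120 min. Read-out: percent activation relative to control range.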
PP1 counter = counter-screen for PP5 inhibitors: inhibitors of human PP1-alpha. hit rate 0.9% among 320,000. purified PP1alpha, OMFP fluorescence. P62136. AID 2235. inhibition, % at 6.7 µM;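 active = inhibition above the mean inhibition of all tested compounds plus 3 SD, computed separately for each screening campaign, cut at about 15% in these data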
Target sequence (P62136 whole entry, looked up): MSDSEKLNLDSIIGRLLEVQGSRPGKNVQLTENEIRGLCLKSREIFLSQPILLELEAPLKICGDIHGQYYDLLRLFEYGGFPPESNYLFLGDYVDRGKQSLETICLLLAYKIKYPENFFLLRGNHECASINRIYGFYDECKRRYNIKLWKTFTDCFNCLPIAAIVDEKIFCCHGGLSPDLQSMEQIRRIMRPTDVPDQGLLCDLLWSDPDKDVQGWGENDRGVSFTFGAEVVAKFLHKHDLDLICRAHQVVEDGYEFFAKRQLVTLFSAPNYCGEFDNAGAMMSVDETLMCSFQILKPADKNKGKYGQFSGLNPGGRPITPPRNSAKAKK
Numbers without * were called inactive; ? = inconclusive; nt = no result given.

Sequence of screens: PP5 primary	TPT1 inhibitor	proCasp7 act	HCV core dimer	Efflux pump mplx	JMJD2C inh	Fh CTSL1 inh	proCasp3 act	PP1 counter
- COc1cccc(-n2nnnc2SCC(=O)NCCc2ccccc2)c1
  0.9	1	4	-2	-0.1	-21	0	4	-1
- CCOC(=O)CCSc1cc(C)c2ccccc2n1
  1.9	-3	-9	9	0.1	3	0	-4	1
- O=c1[nH]cnc2c1sc1nc(C(F)F)cc(-c3ccccc3)c12
  0.6	nt	12	nt	0.0	12	nt	8	-2
- COc1cccc(-c2csc(NC3OC(=O)c4c3ccc(OC)c4OC)n2)c1 (configuration not stated)
  1.4	1	-4	4	0.0	8	0	-9	0
- O=C(OCC(=O)C12CC3CC(CC(C3)C1)C2)c1ccc(CO)cc1
  -0.7	nt	3	nt	0.0	-2	nt	5	-3
- CCOc1ccccc1NC(=O)Cn1c(=O)n(CCC(=O)NC2CCCC2)c(=O)c2ccccc21
  -1.1	3	5	4	0.1	-1	-1	4	3
- CCOc1ccc(NC(=O)CN(C)C(=O)CN2C(=O)C3CCCCC3C2=O)cc1OCC (configuration not stated)
  -2.8	nt	-1	nt	0.0	-24	nt	0	3
- COc1cccc(CNC(=O)CCS(=O)(=O)c2ccc3c(c2)CC(C)N3C(=O)C2CC2)c1 (configuration not stated)
  -2.6	2	0	-2	-0.1	1	1	7	-3
- COC(=O)c1ccc2nc(C)c(C)nc2c1
  2.1	-1	-3	1	-0.2	-5	2	-6	-3
- COc1ccc(OC)c(S(=O)(=O)n2c([N+](=O)[O-])cnc2C)c1
  1.8	-3	-9	10	0.0	-2	-2	4	2
- COc1ccc(S(=O)(=O)Nc2cc3c(C(C)=O)c(C)oc3c3ccccc23)cc1
  3.7	-1	4	25	0.2	85	0	0	3
- Cn1c(CNc2ccccc2O)nc2ccccc21
  -0.3	-4	-13	-13	0.0	35	-5	-4	1
- CCOC(=O)c1ccccc1NC(=O)CN(c1ccccc1)S(=O)(=O)N(C)C
  1.0	0	4	6	0.0	-1	3	7	-2
- O=C(NCc1ccccc1)c1ccc(NS(=O)(=O)c2cccs2)cc1
  2.6	nt	-7	nt	-0.1	-3	nt	-1	8
- Cc1nn(C)cc1C(=O)Nc1ccc2c(c1)OCCO2
  -7.3	-1	5	-21	-0.1	0	-10	0	-8
- Cc1ccccc1N1C(=O)c2cccc3cccc(c23)C1=O
  0.1	-1	-4	9	0.0	9	1	-1	1
- CN1C(=O)[C@H]2[C@@H](C3CC3)N3C(=O)CN(CCO)C(=O)[C@@]3(Cc3ccccc3)[C@H]2C1=O
  0.2	-6	5	12	-0.1	-3	-2	4	-2
- O=C(Cc1sc(-c2ccccc2Cl)nc1-c1ccccc1)Nc1ccccc1
  -0.1	-2	10	13	-0.2	-1	-4	15	1
- Cc1cc(-c2nc3ncccc3o2)ccc1N
  -2.2	0	-1	5	-0.1	-48	1	-6	-7
- CCc1cc2c(CN(C)Cc3ccccc3F)cc(=O)oc2cc1O
  1.7	-1	21	-8	0.1	-12	6	46*	6
- CCOn1c(=O)c(-c2ccc(Br)cc2)[n+]([O-])c2ccccc21
  1.2	2	3	1	0.1	0	3	-5	-2
- COc1ccc(CNC(=O)C(=O)NCC2CCCN2S(=O)(=O)c2ccccc2)cc1 (configuration not stated)
  -1.0	2	3	0	0.1	5	-1	0	-6
- CN(C)c1nc(N)nc(Nc2ccccc2C#N)n1
  -1.0	-3	-1	-5	-0.2	8	-2	6	-3
- C/C(Cc1ccccc1)=N\NC(=O)CNC(=O)c1ccc2c(c1)OCCO2
  -0.8	0	6	0	0.0	-1	1	9	-6
- CC(=O)c1ccc(N2CCN(S(=O)(=O)c3ccc4c(c3)CC(C)N4C(C)=O)CC2)cc1 (configuration not stated)
  -2.0	1	8	7	-0.1	-2	-2	5	1
- Cc1cc(C)n2cc(CSc3nc4ccccc4s3)nc2n1
  -0.9	0	3	1	-0.1	-12	-2	-1	-1
- CC(=O)C1=C(C)NC(=S)NC1c1cccc([N+](=O)[O-])c1 (configuration not stated)
  -1.3	2	-9	4	0.5	14	-2	-2	-10
- C=CCC(NC(=O)Cc1ccccc1)C(=O)NCCC (configuration not stated)
  -2.1	nt	2	nt	-0.3	-3	nt	2	-2
- COc1ccc2nc(NC(=O)NC3CCCCC3)sc2c1
  0.0	-3	-2	-1	-0.3	-5	0	-1	0
- CC1(C)CC(=O)C=C(Nc2ccc3c(c2)OCCO3)C1
  -0.7	0	4	-1	0.0	11	2	3	-2
- O=C1CCC(=O)N1c1nc2nc(-c3ccccc3)cc(-c3ccccc3)n2n1
  -2.4	-4	2	4	-0.4	?	0	-4	-4
- O=C(CSc1ccccn1)Nc1cccc(NC(=O)CSc2ccccn2)n1
  2.8	-3	0	6	-0.1	0	-1	12	-1
- CC(C)CNC(=O)CSc1ccc(Cl)cc1
  0.7	-2	-2	-2	0.0	2	-2	6	2
- COC(=O)c1ccc(Cn2nc([N+](=O)[O-])c(Br)c2C)cc1
  1.7	-5	-3	-7	0.0	-3	-5	-11	-3
- CCN(CC(=O)Nc1ccc(NC(C)=O)cc1)C(=O)c1c(C)nn(-c2ccc(F)cc2)c1Cl
  nt	nt	6	nt	-0.1	-4	nt	0	nt
- CCCCNC(=S)N(C)/N=C/c1ccccc1F
  2.1	-4	3	6	0.0	-5	3	0	-1
- CC(=O)Oc1ccccc1C(=O)Nc1ccccc1C(=O)N1CCCC1
  1.2	2	3	5	0.1	3	-1	-1	0
- O=C(CSc1ncn[nH]1)c1ccc2c(c1)OCCO2
  -0.1	0	-11	-4	0.5	14	1	-8	1
- Cc1ccc(C2C(C#N)=C(N)SC(N)=C2C#N)c(C)c1
  -3.0	152*	-21	42	-0.2	-2	4	-24	-2
- Cc1ncc(CO)c2cc(-c3nnc(Nc4ccc5c(c4)OCO5)s3)c(=O)oc12
  -0.3	-4	0	-1	0.1	2	3	4	-5
- CN1CCN(S(=O)(=O)c2cccc(C(=O)Oc3ccccc3Cl)c2)CC1
  0.0	-1	4	2	-0.6	-1	0	-2	5
- CCn1c(SCC(=O)Nc2ccc(C(C)=O)cc2)nc2nc3c(cc2c1=O)COC(C)(C)C3
  -0.2	2	1	7	-0.1	2	0	-7	-6
- O=C(N/N=C1\CCS(=O)(=O)c2ccc(F)cc21)c1ccc([N+](=O)[O-])cc1
  -1.1	1	-14	-3	0.1	23	3	-2	-2
- O=C(NCc1cccs1)c1ccc(Cl)s1
  1.2	3	10	0	0.1	24	-1	3	-1
- CCc1ccc(C(=O)COC(=O)CNC(=O)CNC(=O)Cc2ccccc2)cc1
  0.1	-5	2	-2	-0.1	24	-8	-3	1
- Cc1cc(C(=O)Nc2ccc3c(c2)OCO3)cs1
  -1.0	4	-8	5	-0.1	-3	4	11	-2
- CCn1c(SCC(=O)C(C)(C)C)nnc1-c1cnccn1
  -1.2	3	5	-1	0.1	-13	5	3	1
- Cc1ccc2c3c(cccc13)-c1ccccc1C2=O
  2.0	-5	6	-8	0.7	4	1	3	-3
- COC(=O)Nc1sc2c(c1C(N)=O)CCCCCC2
  4.1	1	-24	7	0.3	3	-5	-10	-1
- O=C(O)c1nc(N2CCCCC2)ncc1Cl
  1.2	2	-9	-9	0.3	-5	-5	-6	0
- O=C(Cc1ccccc1[N+](=O)[O-])NCCCN1CCOCC1
  0.7	-1	-1	10	0.0	3	-1	-2	-3
- COc1ccc(C)cc1NC(=O)CNC(C)C(=O)Nc1ccc(C(C)=O)cc1 (configuration not stated)
  1.6	5	-4	-2	0.2	-5	2	-12	-3
- C=C[C@]1(C)C=C2CC[C@H]3[C@@](C)(CCC[C@@]3(C)C(=O)O)[C@@H]2CC1
  nt	nt	-5	nt	0.3	9	nt	1	nt
- CCn1c(SCc2ccc(C(=O)OC)o2)nc2sc3c(c2c1=O)CCCC3
  2.8	3	-6	18	0.2	15	-3	-1	0
- CN(Cc1ccccc1)C(=O)COC(=O)c1ccc(Br)c(S(=O)(=O)N2CCOCC2)c1
  nt	nt	-1	nt	0.0	-3	nt	-3	nt
- CCCCn1c(Oc2ccc(C(=O)OC)cc2)nc2c1c(=O)n(C)c(=O)n2C
  -0.9	-3	-3	-2	0.3	-11	1	7	-2
- CC(=O)c1sc(NS(=O)(=O)c2ccc(C)cc2)nc1C
  -1.9	3	-14	2	1.0	-22	4	0	-4
- COc1ccc(Nc2cc(C(=O)NCCCN3CCOCC3)c3ccccc3n2)c(OC)c1
  1.1	2	-4	-9	-0.1	-8	1	3	-2
- CC(=O)Nc1ccc(S(=O)(=O)N2CCSC2c2ccco2)cc1 (configuration not stated)
  2.2	2	7	2	-0.1	1	-11	10	0
